A-T KAP1 phos: qHTS Assay for Identifying a Potential Treatment of Ataxia-Telangiectasia; […] A-T fibroblasts, KAP-1 phosphorylation AlphaLISA; neocarzinostatin DNA damage 30 min before lysis; Potency, µM (doses to about 57.5 µM), for inactives: at the top dose activation, hits mostly activators; 320,000 tested, 0.19% active; AID 485349, 2010; further: potency means the concentration at half of the fitted maximal effect; % of control where 0% means no effect; nearly all actives have a fitted effect of over 45% in size
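hTERT-immortalized A-T patient fibroblasts ([…]), 500 cells/well in OPTI-MEM, 1% FBS, got compounds for 60 min, then NCS for 30 min at 37C. Lysates were then assayed for phospho-KAP-1 by AlphaLISA (anti-pKAP1 donor, anti-KAP1 acceptor beads), 6 hr at 25C.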
KCNH2 3.1 block: qHTS for Inhibitors of KCHN2 3.1: Mutant qHTS | 340,000 tested, 0.95% active | Potassium voltage-gated channel subfamily H member 2, brain isoform KCNH2 3.1 (human) | AID 720553, 2013 | activity change, % (tested at about 1.8 µM) | U2OS KCNH2 3.1, thallium flux FluxOr; hits give low values;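 active means maximum activity change below -70%; inconclusive means maximum activity change from -70% to -50%; inactive means maximum activity change above -50%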;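 further: thallium influx rate constant from kinetic fluorescence after stimulation buffer; on the % scale 0 is the no-effect control and ±100 the full control effect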
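Normalized rate constant (relative to positive and negative DMSO controls) derived from a 2 min kinetic fluorescence read after stimulation; U2OS cells expressing the 3.1 isoform via virus at 1.77 x 10^8 /mL.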
hERG WT inh: qHTS for Inhibitors of KCHN2 3.1: Wildtype qHTS; Voltage-gated inwardly rectifying potassium channel KCNH2 (Homo sapiens), Q12809; U2OS, BacMam KCNH2, thallium flux FluxOr; hits give low values; activity change, % at 1.84 µM; 340,000 tested, 0.37% active; AID 720551, 2013;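 active means maximum activity change below -70%; inconclusive means maximum activity change between -70% and -50%; inactive means maximum activity change above -50%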; further: on the % scale 0 is the no-effect control and ±100 the full control effect
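U2OS cells transduced with wild-type KCNH2 virus are loaded with FluxOr dye for 45 min, and thallium flux is measured in kinetic reads before and after stimulation buffer. Rate constants are normalized to DMSO controls.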
TCR act: Activators of T cell receptors: qHTS campaign; primary human leukocytes, anti-CD3, IL-2 HTRF, 48 h; Potency, µM (highest dose often 9.22 µM), for the others: top-dose activation of IL-2 secretion, most hits filed as activators; 330,000 tested, under 10 active; further: % of control where 0% means no effect
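IL-2 release read by HTRF sandwich (Eu cryptate donor, d2 acceptor, 665 nm emission) after 48 hr exposure of primary human leukocytes to compound together with anti-CD3 beads in the absence of co-stimulatory signals.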
TRPV1 agonist: HTS Assay for Compounds that Act as Agonists of the Vanilloid Receptor 1. activation, % at 8.33 µM. 320,000 tested, 0.19% active. Transient receptor potential cation channel subfamily V member 1 (Homo sapiens), Q8NER1. TRPV1-expressing cells, Fluo-8 calcium influx, agonist mode; in the data active means activation above about 80%; inconclusive means between about 30% and that limit; further: 0% is about no effect
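Cells expressing TRPV1 were dye-loaded with Fluo-8 and read kinetically: 10 s baseline, 3 min after compound (agonist portion), then 2 min after EC20 capsaicin (allosteric enhancer portion). Calcium-bound dye fluorescence at 480/520 nm.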
Mito fusion yeast: qHTS Assay for Small Molecule Inhibitors of Mitochondrial Division or Activators of Mitochondrial Fusion; S. cerevisiae fusion-defective mutant growth rescue, CellTiterGlo 48 h; Potency, µM (titrated, usually from 46.1 µM), for the others: top-dose growth rescue (activation), hits mostly activators; 320,000 tested, 0.23% active; AID 485298, 2010;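 further: potency means the concentration at half of the fitted maximal effect; % of control where 0% means no effect; nearly all actives have a fitted effect of over 45% in size; temperature-sensitive fusion mutants such as fzo1-1 at 37 °C on non-fermentable ethanol glycerol medium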
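S. cerevisiae fusion-defective temperature-sensitive mutants (e.g. fzo1-1, mgm1-5) grown 48 h at 37C in YPEG (ethanol/glycerol non-fermentable) medium with 23 nl compound per well; growth rescue read as CellTiterGlo luminescence.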
Eya2 inh: qHTS Assay for Inhibitors of the Phosphatase Activity of Eya2 | Protein phosphatase EYA2 (Homo sapiens), O00167 | Potency, µM (titrated, usually from 76.9 µM), for the others: at the top dose activity, negative = inhibition, hits mostly inhibitors | recombinant Eya2, OMFP fluorescence dephosphorylation (OMFP is methylfluorescein phosphate) | 330,000 tested, 0.006% active | AID 488837, 2010; further: potency means the concentration at half of the fitted maximal effect; on the % scale 0 is the no-effect control and ±100 the full control effect
Target sequence (O00167 whole entry, looked up): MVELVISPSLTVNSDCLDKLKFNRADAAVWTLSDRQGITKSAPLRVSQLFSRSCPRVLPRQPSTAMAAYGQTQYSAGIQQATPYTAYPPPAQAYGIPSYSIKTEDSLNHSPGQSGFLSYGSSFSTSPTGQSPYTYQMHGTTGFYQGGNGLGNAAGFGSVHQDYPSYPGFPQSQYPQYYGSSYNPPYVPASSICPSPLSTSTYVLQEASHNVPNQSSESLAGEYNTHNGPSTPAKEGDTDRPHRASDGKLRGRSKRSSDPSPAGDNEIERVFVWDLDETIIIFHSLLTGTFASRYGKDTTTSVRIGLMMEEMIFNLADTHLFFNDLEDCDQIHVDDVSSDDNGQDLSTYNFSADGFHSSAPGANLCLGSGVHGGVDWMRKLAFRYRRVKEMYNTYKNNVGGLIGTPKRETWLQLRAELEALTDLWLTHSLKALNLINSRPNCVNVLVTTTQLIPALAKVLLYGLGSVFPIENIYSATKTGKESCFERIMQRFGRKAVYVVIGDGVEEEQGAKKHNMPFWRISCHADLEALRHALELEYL
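Eya2 protein (added as 0.2 uM solution) was preincubated with compound for 10 min at ambient temperature in 50 mM HEPES pH 7.5, 50 mM NaCl, 5 uM MgCl2, 0.05% BSA, 1 mM DTT. OMFP (added at 50 uM) then reacted 10 min; fluorescence read at 485/525 nm.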
ELG1 repair inh: qHTS screen for small molecules that inhibit ELG1-dependent DNA repair in human embryonic kidney (HEK293T) cells expressing luciferase-tagged ELG1. AID 504467, 2011. Potency, µM (doses to about 46.1 µM), inactives show top-dose activity change, negative = inhibition, actives largely listed as inhibitors. HEK293T ELG1-luciferase reporter, luminescence, 16 h; DNA damage induced by 5-fluorouridine. 330,000 tested, 2.3% active; further: potency means the concentration at half of the fitted maximal effect; on the % scale 0 is the no-effect control and ±100 the full control effect; nearly all actives have a fitted effect of over 55% in size
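Quantitative HTS, concentration-response format. 2,000 cells/well co-treated with 5-fluorouridine and compound, 16 hr in 5% CO2 at 37 °C; ONE-Glo luminescence read after 30 min.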
TSHR antagonist: Antagonists of the Thyroid Stimulating Hormone Receptor: HTS campaign; TSHR-expressing cells, TSH-stimulated cAMP HTRF, 2 h; hits give low values; 330,000 tested, 0.2% active; activity change, negative = inhibition, % at 11.5 µM;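 active means activity change below a set negative limit, meaning inhibition stronger than a set level, cut at about -70% in these data; inconclusive means activity change between two set negative limits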; further: on the % scale 0 is the no-effect control and ±100 the full control effect
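Inhibition of cAMP made by TSHR-expressing cells under TSH stimulation (4nM final, EC80; 2 h, 37 deg C) is quantified with a one-step lysis HTRF kit, anti-cAMP cryptate versus cAMP-d2.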
USP2a block: qHTS Assay for Inhibitors of Ubiquitin-specific Protease USP2a Using CHOP2 as the Reporter. Ubiquitin carboxyl-terminal hydrolase 2 (Homo sapiens), O75604. USP2 core, Ub-CHOP2 coupled fluorogenic reporter, 485/531. Potency, µM (titrated, usually from 38.3 µM), without a hit: at the highest dose activity change, negative = inhibition, usual class: inhibitors. 330,000 tested, 0.01% active. AID 463254, 2010;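 further: potency means the concentration at half of the fitted maximal effect; plate controls were DMSO wells for no effect and full inhibition by NEM control for full effect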
Target sequence (O75604 whole entry, looked up): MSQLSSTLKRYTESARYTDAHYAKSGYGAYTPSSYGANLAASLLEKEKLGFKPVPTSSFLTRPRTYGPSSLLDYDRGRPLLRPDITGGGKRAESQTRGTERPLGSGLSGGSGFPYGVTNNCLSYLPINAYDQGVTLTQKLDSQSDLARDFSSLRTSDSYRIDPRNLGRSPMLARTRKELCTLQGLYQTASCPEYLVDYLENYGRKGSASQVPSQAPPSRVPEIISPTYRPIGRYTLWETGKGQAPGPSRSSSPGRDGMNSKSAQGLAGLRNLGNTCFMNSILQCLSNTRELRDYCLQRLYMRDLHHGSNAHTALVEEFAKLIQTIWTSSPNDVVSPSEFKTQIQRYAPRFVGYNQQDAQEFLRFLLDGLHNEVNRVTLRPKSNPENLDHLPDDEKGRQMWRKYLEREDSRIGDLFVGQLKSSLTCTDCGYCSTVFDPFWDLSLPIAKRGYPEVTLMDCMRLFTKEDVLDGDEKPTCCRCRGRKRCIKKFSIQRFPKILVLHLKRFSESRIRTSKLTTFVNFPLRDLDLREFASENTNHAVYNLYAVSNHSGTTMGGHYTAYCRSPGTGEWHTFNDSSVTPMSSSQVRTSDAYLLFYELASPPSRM
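Deubiquitinase activity read as fluorescence (485/531 nm) after Ub-CHOP2 cleavage activates the enterokinase reporter on its substrate; USP2 core 10nM, Ub-CHOP2 and substrate 25nM each, 30min compound preincubation then 60min RT; data normalized to NEM, curves fitted.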
Numbers without * were called inactive; ? = inconclusive; / = not tested or not shown; [ ] = another dose, or the depositor's remark. Unless noted, the call rests on the fitted dose curve; in most records, active means well fitted curve in the direction sought with a large enough effect; inconclusive means small, poorly fitted or top-dose-only effect, or another doubt; inactive means no such curve, though single readings can be large; an effect the other way counts as inactive or inconclusive. A portion of the library; count on the stated rates, not on these rows.

SMILES	A-T KAP1 phos	KCNH2 3.1 block	hERG WT inh	TCR act	TRPV1 agonist	Mito fusion yeast	Eya2 inh	ELG1 repair inh	TSHR antagonist	USP2a block
COc1cccc(-c2c(-c3cc(OC)cc(OC)c3)n(C)c3ccc(Br)cc23)c1	6%	13	-1	-2%	2	24%	-27%	3%	-17	0%
CC(C)OC(=O)c1c(-c2ccc(C(C)C)cc2)csc1NC(=O)C1CCCO1 (stereo not drawn)	19%	?	-8	0%	6	-6%	13%	-8%	2	2%
O=C(COc1ccccc1)Nc1ccc(S(=O)(=O)N2CCCCCC2)cc1	2%	-19	12	2%	?	0%	9%	-25%	-5	-1%
CCOc1ccc(S(=O)(=O)N(CC(=O)O)c2ccc(C)cc2)cc1	-11%	-5	-4	-2%	/	-6%	11%	10%	1	4%
Brc1ccccc1OCCCN1CCCC1	24%	26	3	2%	-5	-5%	10%	-1%	24	0%
Cc1ccc(Cl)cc1N1CCN(C(=O)Cc2csc(Nc3nc(=S)[nH]c4ccccc34)n2)CC1	7%	-10	-1	2%	0	0%	17%	0%	-7	-3%
CCOC(=O)C(NC(=O)C1C(C)N1S(=O)(=O)c1ccc(C)cc1)C(=O)OCC (stereo not drawn)	5%	-8	13	6%	-3	1%	2%	-3%	-2	1%
O=C(NC(=S)Nc1ccccc1O)c1ccccc1Cl	0%	7	-4	-7%	-5	22%	12%	?	5	2%
CCc1ccc(CN(C)C(=O)CCc2nc3ccccc3n(-c3ccc(OC)cc3)c2=O)cc1	-2%	6	-1	/	3	4%	?	-26%	-4	2%
CN(c1ccc(C(=O)Nc2cccnc2)cc1)S(=O)(=O)c1ccc(Cl)cc1	1%	/	9	5%	?	-1%	8%	-2%	11	0%
CCn1c(C)c(C(C)=O)c(SC)nc1=S	0%	7	-9	-4%	0	1%	7%	?	11	1%
CNC1(C)[C@H]2CC[C@H](C2)C1(C)C (stereo partly drawn)	4%	23	-3	2%	/	/	-33%	2%	1	-1%
CCSc1nc(-c2ccc(OC)cc2)n(-c2nc3ccccc3s2)n1	3%	-20	-5	1%	7	13%	-8%	-8%	-2	3%
Cc1cc(C)n(CC(=O)NNC(=O)COc2ccc(Br)cc2F)n1	8%	1	-1	-5%	/	/	-16%	17%	-2	1%
O=C(O)c1nc(Cl)c(Cl)c(N/N=C/c2ccccc2C(F)(F)F)c1Cl	-9%	17	2	1%	3	4%	-13%	7%	-8	0%
O=C(O)CCOc1ccc2c(c1)OCCO2	/	11	8	-2%	2	1%	-31%	11%	6	5%
Cc1cc2nc3n(c2cc1C)CC1CC(C(=O)NCCc2cccs2)N(C)C31 (stereo not drawn)	-3%	2	8	-3%	-2	-11%	3%	11%	-5	0%
O=C(CN1CCN(Cc2ccc3c(c2)OCO3)CC1)Nc1ccc2c(c1)OCO2	4%	?	18	-1%	4	-3%	-3%	?	-1	2%
CS(=O)(=O)N(CC(=O)NC1CC2CCC1C2)c1ccc(Oc2ccccc2)cc1 (stereo not drawn)	2%	-3	0	-10%	2	10%	12%	?	-11	2%
CC1CCN(S(=O)(=O)c2ccc(NC(=O)C3CC(=O)N(c4ccccc4)C3)cc2)CC1 (stereo not drawn)	2%	21	17	-6%	-1	3%	-7%	?	-15	-9%
CSc1ncccc1C(=O)OCC(=O)N1CCCC1	0%	1	4	-3%	/	/	-8%	0%	/	6%
O=C(CNC(=O)c1ccc(-c2ccccc2)cc1)OCc1ccc(Cl)cc1	-2%	-1	-8	2%	-1	0%	-1%	-2%	4	5%
O=C(N/N=C/c1ccc2c(c1)OCO2)c1sc2cc(Cl)ccc2c1Cl	8%	-4	39	-2%[46.1 µM]	4	-1%	-10%	13%	9	-2%
Cc1ccc(CNC(=O)C2CC3Cn4c(nc5cc(C)c(C)cc54)C3N2C)o1 (stereo not drawn)	-16%	-8	2	4%	-3	-2%	11%	10%	-2	-2%
CC1(C)SC2c3ccccc3C(=O)N2[C@@H]1C(=O)NCc1ccco1 (stereo partly drawn)	-1%	-14	-7	-4%	0	0%	24%[15.4 µM]	0%	-3	2%
Cc1ccc(CCNC(=O)C23CN(Cc4ccccc4)CC2C(c2ccc([N+](=O)[O-])cc2)=NO3)cc1 (stereo not drawn)	2%	-31	-43	-1%	13	7%	8%	?	0	-17%
O=C(CN1C(=O)S/C(=C/c2ccncc2)C1=O)N1CCOCC1	17%	6	-7	1%[46.1 µM]	0	5%	9%	-21%	-5	5%
Nc1ccccc1Sc1ccc(C(F)(F)F)cc1[N+](=O)[O-]	0%	-2	8	-5%	25	10%	-11%	-8%	-5	0%
COc1ccccc1NC(=O)CN1CCN(CC(=O)Nc2ccccc2Cl)CC1	10%	3	-7	4%	-2	16%	-6%	0%	2	3%
CCCCCn1c(CN2CCN(C(=O)OCC)CC2)nc2c1c(=O)[nH]c(=O)n2C	3%	5	-6	/	-2	-3%	2%	2%	0	-1%
Cc1onc(-c2ccccc2)c1C(=O)Nc1ccc(N2CCOCC2)cc1	-1%	3	7	/	0	2%	-20%	-8%	-3	2%
CCOc1cc(/C=C/c2cc(C(=O)O)c3ccccc3n2)ccc1OC	6%	-10	1	3%[46.1 µM]	0	-1%	1%	?	5	2%
CCOc1ccc(N2C(=O)/C(=C/c3ccccc3OCC(=O)OC)N(CC(=O)OC)C2=S)cc1	0%	11	7	1%	0	-30%[inhibitor]	1%	-19%	7	-2%
COC(=O)CSc1nc(N2CCOCC2)c2c(c1C#N)CC(C)(C)N(C)C2	5%	15	-6	-7%	-1	-5%	-2%	-4%	0	-1%
COc1ccc(NC(=O)Cn2ncn3nc(-c4ccc(OC)cc4)cc3c2=O)cc1	6%	2	5	1%	2	2%	-10%	?	-15	0%
CCn1cc(S(=O)(=O)N2CCN(c3ccc(Cl)cc3)CC2)cn1	3%	-4	-1	-6%	10	1%	2%	-8%	-19	-1%
CCOC(=O)N1CCN(C(=O)CSC2=NS(=O)(=O)c3ccccc3N2)CC1	2%	-1	1	-3%	-2	-2%	10%	34%	22	0%
CCOc1nc(Nc2ccc([N+](=O)[O-])cc2)nc(NC(C)(C)C)n1	-1%	6	-6	6%[46.1 µM]	24	-1%	-1%	?	-16	1%
Cc1cc(C)c2nc3sc(C(=O)N4CCOCC4)c(N)c3cc2c1	7%	-14	0	6%	?	-27%	-9%	?	9	7%
CCCc1cc(=O)[nH]c(SCC(=O)N(CC(C)C)C2CCS(=O)(=O)C2)n1 (stereo not drawn)	2%	3	-6	1%	1	-2%	29%	0%	-1	1%
N#CCC(=O)Nc1ccc(C(=O)OCC(=O)N=c2sccn2Cc2ccccc2Cl)cc1	-1%	15	-26	3%	1	3%	22%	?	6	3%
O=C(CSc1nc(=O)n(CCCN2CCOCC2)c2c1CCC2)Nc1ccc(F)cc1	-12%	11	7	-2%	-4	-3%	-3%	-2%	1	-1%
COc1ccccc1S(=O)(=O)Cc1ccc(C(=O)NC2CCCCCC2)o1	-3%	-36	10	-8%	-3	3%	-22%	-7%	1	0%
CC(C)c1ccc(NC2(C#N)C(=O)Nc3ccccc32)cc1 (stereo not drawn)	-5%	4	-4	2%	4	3%	-11%	1%	13	2%
O=c1ccc(N=Nc2ccccc2)ccc1O	-4%	9	-18	-4%	-6	21%	?	9%	28	-5%
CCN(CC(=O)NCc1ccc(Cl)cc1)C(=O)Cc1ccccc1[N+](=O)[O-]	11%	7	16	-4%	1	0%	3%	?	-2	5%

Part of the list above in order of formula weight, high to low.
SMILES	A-T KAP1 phos	KCNH2 3.1 block	hERG WT inh	TCR act	TRPV1 agonist	Mito fusion yeast	Eya2 inh	ELG1 repair inh	TSHR antagonist	USP2a block
CS(=O)(=O)N(CC(=O)NC1CC2CCC1C2)c1ccc(Oc2ccccc2)cc1 (stereo not drawn)	2%	-3	0	-10%	2	10%	12%	?	-11	2%
CCOc1cc(/C=C/c2cc(C(=O)O)c3ccccc3n2)ccc1OC	6%	-10	1	3%[46.1 µM]	0	-1%	1%	?	5	2%
CCOc1nc(Nc2ccc([N+](=O)[O-])cc2)nc(NC(C)(C)C)n1	-1%	6	-6	6%[46.1 µM]	24	-1%	-1%	?	-16	1%

Screens: PubChem BioAssay, National Center for Advancing Translational Sciences (NCATS)
